Screening data from PubChem BioAssay.
TcdB GH inh = TcdB glycohydrolase inhibition. TcdB glycohydrolase enzymatic assay, plate reader. inhibition, % at 9.99 µM. 350,000 tested, 0.24% active; in the data active = inhibition above about 10%
Y pestis TopoI = inhibitors of Yersinia pestis topoisomerase I; Y. pestis Topo-I cleavage product accumulation, plate reader; activity, % at 10 µM; 360,000 tested, 0.064% active; AID 504884; in the data active = activity above about 50%, passing the limit was not always enough; inconclusive = no clear call, values can overlap the other calls; also: inactives centre near 2
CCHFV vOTU inh = CCHFV vOTU protease inhibition | Pep-AMC fluorescence | inhibition, % at 11.5 µM | 370,000 tested, 0.55% active; in the data active = inhibition above about 30%; also: 0% = vehicle wells with enzyme and 100% = no enzyme wells
Anthrax LF prot = anthrax lethal factor protease inhibition | AID 588501 | P15917 | inhibition, % at 10 µM | 360,000 tested, 0.12% active | multiplex microsphere protease cleavage assay, LF; also: plate controls were buffer without enzyme for full effect and enzyme alone for no effect
3CLpro inhibitor = SARS-CoV 3CLpro protease inhibition; 290,000 tested, 0.14% active; inhibition, % at 6 µM; P0C6X7; recombinant SARS-CoV 3CLpro, quenched FRET peptide cleavage; in the data active = inhibition above about 12%
VHR inh abs = DUSP3 (human) phosphatase inhibition; P51452; recombinant VHR phosphatase, pNPP absorbance; inhibition, % at 13.3 µM; 290,000 tested, 0.52% active; AID 1654; in the data active = inhibition above about 50%; also: some compounds called inactive have numbers as strong as hits
PfHsp40 yeast = restores yeast growth despite PfHsp40 toxicity | S. cerevisiae expressing PfHsp40, growth rescue, ATP luminescence | growth rescue, % at 12.5 µM | 340,000 tested, 0.68% active; in the data active = growth rescue above about 28%, passing the limit was not always enough; inconclusive = no clear call, values can overlap the other calls;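 also: yeast W303a lacking pdr1 and pdr3 grown in galactose medium; growth measured after three days at 30 °C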
PriA SSB inh = K. pneumoniae PriA-SSBct interaction inhibition. AID 1272365. inhibition, % at 33 µM. 430,000 tested, 0.6% active. AlphaScreen SSBct-PriA binding, biotinylated peptide; in the data active = inhibition mostly above about 37%, no sharp cut-off; inactive = mostly below about 20%;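 also: plate controls were negative control peptide for no effect and reference peptide for full effect; strong numbers were not always called active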
BoNT A protease = blocks Botulinum neurotoxin A light chain protease. 360,000 tested, 0.17% active. inhibition, % at 10 µM. AID 588499. multiplex microsphere protease substrate cleavage, flow cytometry; also: plate controls were buffer without enzyme for full effect and enzyme alone for no effect
Vc quorum ag = induces V. cholerae light production without autoinducers; V. cholerae BH1578 lux reporter, luminescence, 6 h; activation, % at 18.7 µM; 350,000 tested, 0.16% active; AID 588436; in the data active = activation mostly above about 9.7%, no sharp cut-off; inconclusive = no clear call, values can overlap the other calls; inactive = mostly below about 3.7%; also: not every result past the cut was called active; inactives centre near 0; reference of the scale not given here
* marks the source's active call; other numbers are inactive results; i = inactive; ? = inconclusive; nt = no result given; ! = not confirmed by another sample. Rule as the data show it, unless noted: active = inhibition above about 30%; inconclusive = no clear call, values can overlap the other calls; inactive = below that. Only part of the results is shown; rates above refer to the full screens.

SMILES	TcdB GH inh	Y pestis TopoI	CCHFV vOTU inh	Anthrax LF prot	3CLpro inhibitor	VHR inh abs	PfHsp40 yeast	PriA SSB inh	BoNT A protease	Vc quorum ag
Cc1ccc(C(=O)N2CCN(c3ccc(F)cc3)CC2)cc1S(=O)(=O)N1CCCCC1	0.9	37	1	1	0	14	3.1	1	-2.5	i
CC(C)CSC1=NSC2=NC(=O)/C(=C\c3coc4ccccc4c3=O)C(=N)N12	nt	1	13	0	3	10	-0.5	1	5.0	1.3
CCOC(=O)c1ccc(NC(=S)NCCCn2ccnc2)cc1	1.7	0	-14	-4	2	16	-1.0	11	-0.5	4.5
CCCCN(CC)S(=O)(=O)c1ccc(C(=O)Nc2nnc(CSC)o2)cc1	nt	0	12	4	1	28	-0.4	12	0.2	0.2
O=C(O)c1ccc2c(c1)C(=O)N(c1ccccc1-c1ccccc1)C2=O	nt	-2	-7	-3	2	9	-0.4	-20	-0.4	i
CC(=O)n1cc([C@H]2C=C(C(=O)O)O[C@@H](OCCCCO)C2)c2ccccc21	-3.5	-14	-3	1	-3	10	0.0	3	0.3	i
CC(C)=CC(=O)Nc1ccc(S(=O)(=O)Nc2onc(C)c2C)cc1	-0.7	-12	10	3	1	-16	1.0	-8	1.2	-0.4
O=c1[nH][nH]cc1C=Nc1ccc(Cl)cc1Cl	-0.5	-7	6	0	2	17	-0.1	-16	0.1	-0.3
Cc1cc(C)c2c(c1)SC1=NC(c3ccccc3)(C(F)(F)F)NC(=O)N12 (stereo unspecified)	nt	6	-9	-6	2	33	-0.5	4	-2.3	-3.8
COc1ccccc1N(C(=O)CNC(=O)c1ccco1)C(C(=O)NCC1CCCO1)c1ccccc1 (stereo unspecified)	-0.8	5	-13	-10	4	6	0.2	-16	-1.0	i
Cc1ccc(N2CC(=O)N(NC(=O)Nc3ccc(Cl)c(Cl)c3)CC2=O)cc1	1.4	-4	3	-12	-4	14	2.0	-13	0.2	-0.4
O=C(NC(NNc1ccc([N+](=O)[O-])cc1)(C(F)(F)F)C(F)(F)F)c1ccc(F)cc1	nt	-9	2	0	-1	-7	1.1	20	0.7	-0.3
COc1ccc(N2CCN(C(=O)[C@H](C)N3C(=O)C4CC=CCC4C3=O)CC2)cc1 (stereo partly specified)	-3.0	0	2	3	nt	nt	1.2	5	-0.1	i
CNC(=O)C(=O)Nc1c(O)c2ccccc2[nH]c1=O	1.7	4	-6	1	0	12	-0.9	-12	0.1	-0.5
CC1(C)CC(N2CCC(=O)NC2=S)CC(C)(C)N1	-0.2	5	6	-10	nt	nt	0.3	-3	-0.2	-0.3
O=C(NCC(c1cccs1)N1CCOCC1)c1cc(=O)[nH]c2ccccc12 (stereo unspecified)	2.2	5	-6	-4	nt	nt	-0.8	7	3.5	2.5
CCOC(=O)CSc1ccc2nnc(-c3cccs3)n2n1	1.4	-3	-2	-6	-2	12	0.7	-1	0.1	0.0
O=C1C2C3C=CC(C3)C2C(=O)N1c1n[nH]c(CCc2ccccc2)n1 (stereo unspecified)	nt	-5	-13	-2	-2	-8	18	0	0.8	i
Cc1ccccc1NC(=O)CSCCN1C(=O)c2ccccc2C1=O	0.7	7	10	-1	5	-3	0.6	-1	-0.1	-0.2
CC1(C)C2CC=C(/C=N/NC(=O)c3ccccc3Br)C1C2 (stereo unspecified)	-0.2	6	8	-1	2	10	-1.1	nt	-0.6	-0.2
O=C(/C=C/c1ccc(Cl)cc1)NC(=S)Nc1ccccc1C(=O)O	1.1	4	-1	-3	-5	29	?	-2	1.7	-0.4
COc1ccc(/C=N\NC(=O)COc2ccccc2)c(C(=O)O)c1OC	0.3	-7	-7	-1	-1	28	0.7	nt	-1.0	i
CCn1ncc(Cl)c1C(=O)NC(C)c1ccccc1 (stereo unspecified)	-4.0	9	7	-10	-4	-16	0.7	-13	-2.0	-0.1
COc1ccc2nc(N/C(N)=N/C(=S)Nc3cccc(C)c3)nc(C)c2c1	nt	14	-7	-6	-1	5	0.2	nt	1.3	i
Cc1ccc(C(OCC(O)CNC(C)c2ccccc2)c2ccccc2)cc1 (stereo unspecified)	1.9	4	-1	-6	1	34	0.3	-5	0.3	-1.0
O=C(/C=C/c1cccc([N+](=O)[O-])c1)OCC(=O)N1CCN(C(=O)c2ccco2)CC1	0.4	5	20	-1	nt	nt	-0.4	-4	-0.5	i
c1ccc2c(c1)Oc1ccccc1S2	0.3	-3	-8	-6	nt	nt	-0.7	-3	0.4	-0.3
Nn1c(SCC(=O)Nc2ccc3c(c2)OCO3)nnc1-c1ccncc1	nt	-5	-1	0	3	25	-0.5	6	0.5	-0.3
CN(CC(=O)Nc1cccc2c1CCCC2)S(=O)(=O)c1ccccc1	nt	6	3	2	3	18	-1.1	6	-1.0	i
Cc1cc(C)cc(NC(=O)Nc2cccnc2)c1	1.7	-5	8	0	-1	13	0.7	-12	-0.7	1.4
O=C(Cc1ccc([N+](=O)[O-])cc1)c1ccccc1	0.6	5	0	-6	nt	nt	2.2	3	0.4	nt
O=C1CCCc2ccccc2N1Cc1cccc(Cl)c1	nt	7	-7	-2	6	12	-0.7	-21	-0.4	-1.4
CC(=O)Nc1sc2c(c1C#N)CCC(C)C2 (stereo unspecified)	1.4	-7	-2	-4	3	5	1.4	-20	-0.3	-0.8
C[C@@]12C(=O)N(CC3CCCO3)CC(=O)N1[C@H]1c3ccccc3OC[C@@H]1[C@@H]2c1ccccc1 (stereo partly specified)	-0.6	12	-8	-4	nt	nt	0.3	-9	-0.1	i
CCOC(=O)c1cnn(CC2CCCCC2)c1N	nt	-1	-12	-2	-1	11	1.0	-6	-0.8	0.5
S=C(NCCN1CCOCC1)Nc1ccc(Cl)c(Cl)c1	0.3	-8	3	1	5	42	-1.0	-12	0.0	i
O=C(NC1CCCCC1)N1CCCC(c2nc(-c3ccc(S(=O)(=O)N4CCCC4)cc3)no2)C1 (stereo unspecified)	nt	3	-2	-3	-1	18	-0.7	-9	0.0	i
O=S(=O)(Nc1ccc2c(c1)CCC2)c1cccs1	nt	-2	1	3	4	8	2.3	-5	0.6	0.2
O=C(CSc1ccc(-c2ccccn2)nn1)NC1CCCCC1	1.8	-6	2	0	0	2	320*	72*!	-1.6	i
CC(C)OCCCn1c(=S)[nH]c2cc3c(cc2c1=O)OCO3	nt	-5	-2	-10	3	24	-0.2	7	-1.6	-0.4

The last 7 compounds of the part before open the next one:
SMILES	TcdB GH inh	Y pestis TopoI	CCHFV vOTU inh	Anthrax LF prot	3CLpro inhibitor	VHR inh abs	PfHsp40 yeast	PriA SSB inh	BoNT A protease	Vc quorum ag
C[C@@]12C(=O)N(CC3CCCO3)CC(=O)N1[C@H]1c3ccccc3OC[C@@H]1[C@@H]2c1ccccc1 (stereo partly specified)	-0.6	12	-8	-4	nt	nt	0.3	-9	-0.1	i
CCOC(=O)c1cnn(CC2CCCCC2)c1N	nt	-1	-12	-2	-1	11	1.0	-6	-0.8	0.5
S=C(NCCN1CCOCC1)Nc1ccc(Cl)c(Cl)c1	0.3	-8	3	1	5	42	-1.0	-12	0.0	i
O=C(NC1CCCCC1)N1CCCC(c2nc(-c3ccc(S(=O)(=O)N4CCCC4)cc3)no2)C1 (stereo unspecified)	nt	3	-2	-3	-1	18	-0.7	-9	0.0	i
O=S(=O)(Nc1ccc2c(c1)CCC2)c1cccs1	nt	-2	1	3	4	8	2.3	-5	0.6	0.2
O=C(CSc1ccc(-c2ccccn2)nn1)NC1CCCCC1	1.8	-6	2	0	0	2	320*	72*!	-1.6	i
CC(C)OCCCn1c(=S)[nH]c2cc3c(cc2c1=O)OCO3	nt	-5	-2	-10	3	24	-0.2	7	-1.6	-0.4
NNC(=O)C1CCCN1S(=O)(=O)c1ccc(Cl)cc1 (stereo unspecified)	-0.5	13	5	-5	6	-27	0.2	6	0.7	-0.1
COn1c(-c2ccccc2)c(C=O)c2ccccc21	0.6	2	-4	-71	4	22	0.0	-11	-102	i
COc1ccc(NC(=O)N(CCCN2CCOCC2)Cc2cccnc2)c(OC)c1	0.8	-2	-2	-2	1	nt	0.3	-9	-0.2	-0.2
Cc1ccc(CNC(=O)c2ccc([N+](=O)[O-])o2)cc1	nt	5	11	nt	1	6	7.8	-28	nt	i
CCOc1ccccc1NC(=O)c1cc(S(=O)(=O)NCc2ccco2)ccc1F	1.2	-4	9	-4	-1	-4	1.0	4	-1.0	2.6
COCCn1c(Cc2ccccc2)nnc1SCC(=O)Nc1oc(C)c2c(C)n[nH]c(=O)c12	-0.1	-10	1	-4	nt	nt	0.3	-5	-4.2	1.2
CC(C)(C)OC(=O)C[C@H]1C/C=C\C[C@@H](CC(=O)NCCO)C(=O)N2CCC[C@H]2COC1=O	-0.8	-1	2	0	nt	nt	?	nt	-0.8	-0.5
O=C(CC12CC3CC(CC(C3)C1)C2)N/N=C/c1ccncc1	nt	-4	-4	-3	2	-5	-0.7	nt	-0.4	-0.1
Cc1ccc(NC(=O)c2c(C)noc2C)cc1	nt	-4	15	0	1	29	0.0	-11	-0.4	i
Cc1cc2cc3n(c2nn1)N=C(Cl)CC3	-1.5	6	-45	-2	nt	nt	nt	nt	-0.2	-0.3
Cc1ccc(S(=O)(=O)CNC(=O)c2ccccc2)cc1	nt	8	2	0	-3	15	-0.1	-19	-0.1	-0.3
COC(=O)c1sccc1NC(=O)c1cccc(F)c1	8.1	10	8	4	nt	nt	2.8	-13	0.3	-0.3
CCCCn1c(SCC(=O)c2ccc3c(c2)OCCO3)nnc1-c1ccco1	nt	34	16	1	3	12	-0.2	2	-0.4	i
COC(=O)c1ccc(N2CCN(CC(=O)c3ccc(-c4ccccc4)cc3)CC2)c([N+](=O)[O-])c1	nt	-3	9	-1	5	6	3.2	0	-0.1	i
CC(C)(C)c1ccc(/C=C/C(=O)O)s1	0.8	-8	-8	-2	1	-7	1.1	-4	-0.2	-6.7
CCCCCCCCCCCC1N=C(N)NC(CCCO)=C1C(=O)OC (stereo unspecified)	6.0	-9	9	0	nt	nt	-2.5	-2	0.0	i
